Source: PubChem BioAssay
Abeta yeast res: compounds reversing amyloid beta toxicity in yeast; AID 1347071; 0.063% of 410,000 active; yeast expressing A-beta42, growth rescue, OD600, 48 h; response scale: 0% DMSO, 100% iron-clioquinol control; Potency, µM (series often up to 46.1 µM), inactives show at the highest dose growth rescue, most hits filed as activators; also: potency is read from the fitted curve at half-maximal effect; nearly all actives have a fitted effect of over 55% in size
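Yeast growth medium received pinned compounds, then yeast cells expressing toxic A-beta were added; plates incubated at 30 C for 48 hr. Growth read as absorbance at 600 nm, normalized to DMSO and equimolar FeCl3 plus clioquinol controls.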
aSyn rescue: alpha-synuclein toxicity inhibition in yeast; Potency, µM (series often up to 46.1 µM), for the others: at the highest dose growth rescue (activation), most hits filed as activators; 0.14% of 370,000 active; AID 652106; Yeast expressing alpha-synuclein, growth rescue, BacTiter-Glo, 24 h; also: potency is read from the fitted curve at half-maximal effect; % of control where 0% means no effect; nearly all actives have a fitted effect of over 65% in size
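Rescue of yeast growth: cells expressing toxic alpha-synuclein, induced in galactose at OD600 0.02, incubated with compound 24 h at 30 C. ATP luminescence quantified growth; inhibitors of toxicity appear as activators.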
GLP-1R agonist: activates the human GLP-1 receptor; P43220; HEK293 GLP-1R CRE-luciferase, luminescence, 4-6 h; cells express a hypersensitive GLP-1R form; Potency, µM (top dose mostly 45.6 µM), without a hit: at the highest dose activation, usual class: activators; 0.007% of 380,000 active; AID 624172; also: potency is read from the fitted curve at half-maximal effect; % of control where 0% means no effect
Target sequence (P43220 whole entry, looked up): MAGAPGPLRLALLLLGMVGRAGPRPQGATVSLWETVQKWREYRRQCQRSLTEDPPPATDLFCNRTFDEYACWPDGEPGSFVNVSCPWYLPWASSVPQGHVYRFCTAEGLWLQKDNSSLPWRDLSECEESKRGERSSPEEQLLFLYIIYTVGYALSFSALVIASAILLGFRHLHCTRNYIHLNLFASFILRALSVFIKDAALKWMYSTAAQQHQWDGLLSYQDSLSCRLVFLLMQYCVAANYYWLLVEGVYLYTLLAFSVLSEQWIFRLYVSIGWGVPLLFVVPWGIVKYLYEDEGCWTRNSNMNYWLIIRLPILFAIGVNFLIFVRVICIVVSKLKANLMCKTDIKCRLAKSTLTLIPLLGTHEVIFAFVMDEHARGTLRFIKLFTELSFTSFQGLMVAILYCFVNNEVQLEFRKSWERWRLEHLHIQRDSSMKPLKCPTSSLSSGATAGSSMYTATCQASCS
FUS yeast rescue: suppressors of FUS proteinopathy in yeast; Potency, µM (series often up to 76.6 µM), for the others: top-dose growth rescue (activation), most hits filed as activators; S. cerevisiae FUS-expressing, growth rescue, OD600, 24 h; 0.24% of 390,000 active;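 also: potency is read from the fitted curve at half-maximal effect; plate controls were DMSO vehicle for no effect and reference control for full effect; nearly all actives have a fitted effect of over 55% in size; some results filed as inactive show a strong effect at the top dose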
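FUS-expressing yeast, raffinose-pregrown, induced in 2% galactose minimal medium at OD 0.005; compounds in a dilution series, 24hr at 30C. Growth restoration read as absorbance at 600 nm. CP55940 positive control, DMSO negative.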
D3 antag: antagonists of human D3 dopamine receptor; D3R cells, DiscoveRx beta-arrestin luminescence, antagonist mode; active compounds read low; max response, negative = inhibition, %; 2.5% of 360,000 active; AID 652054; in the data active = max response below about -50%; inconclusive = no clear call, values can overlap the other calls; also: % is scaled to controls: 0 for no effect and ±100 for the full control effect; mostly tested at two doses, the higher about 12 µM
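Cells plated overnight at 1500 cells/well, then exposed to library compounds with dopamine controls for 90 minutes at 37 degrees C. DiscoveRx reagent added for 30–60 minutes at room temperature; luminescence read, quantitative HTS format.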
pAkt inh: inhibitors of Akt phosphorylation; Neuro2A IGF-stimulated pAkt S473 HTRF, 20 min; active compounds read low; activity change, % for hits at 50 µM; 0.32% of 360,000 active; in the data active = activity change below about -80%; inconclusive = mostly about -51% to -80%; also: % is scaled to controls: 0 for no effect and ±100 for the full control effect
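Single-point screen (50 µM final compound) in Neuro2A cells stimulated 20 min with 6 nM IGF at 37 deg C. After lysis, Ser473-phosphorylated Akt read by HTRF (ex 330 nm, em 615/665 nm) as the 665/615 ratio.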
GLP-1R inv ag: acts as inverse agonist at human GLP-1 receptor; P43220; HEK293 GLP-1R CRE-luciferase, luminescence, 24 h; GLP-1R form is constitutively active; Potency, µM (highest dose often 38.3 µM), inactives show at the top dose activity change, negative = inhibition, most hits filed as inhibitors; 1.6% of 410,000 active; also: potency is read from the fitted curve at half-maximal effect; % is scaled to controls: 0 for no effect and ±100 for the full control effect; nearly all actives have a fitted effect of over 55% in size
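qHTS in 1536-well format: reporter HEK293 cells expressing constitutive GLP-1R activity in DMEM + 10% Nu serum, 24 hr with compounds at 37 deg C, luminescence read after 12 min with detection reagent.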
TDP43 rescue: TDP-43 toxicity inhibition in yeast. TDP-43 expressing yeast growth rescue, BacTiter-Glo, 24 h. Potency, µM (titrated, usually from 46.1 µM), for the others: top-dose growth rescue (activation), hits mostly activators. 1.8% of 410,000 active. AID 652104; also: potency is read from the fitted curve at half-maximal effect; % of control where 0% means no effect; nearly all actives have a fitted effect of over 50% in size
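Yeast expressing TDP-43 (pregrown in raffinose, seeded at OD600=0.02 in galactose medium) exposed to compounds 24 hr at 30 deg C. Growth read by BacTiter-Glo luminescence; rescue of toxicity appears as increased signal.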
PTHR1 ag: activates the human parathyroid hormone receptor PTHR1 | Q03431 | HEK293 GP2 PTHR1 cells, GloSensor cAMP luminescence, 1 h | Potency, µM (top dose mostly 115 µM), without a hit: at the top dose activation, most hits filed as activators | 0.075% of 410,000 active | AID 743266; also: potency is read from the fitted curve at half-maximal effect; nearly all actives have a fitted effect of over 55% in size; some results filed as inactive show a strong effect at the top dose; inactives centre near -15; many of its hits are not listed in these tables
Target sequence (Q03431 whole entry, looked up): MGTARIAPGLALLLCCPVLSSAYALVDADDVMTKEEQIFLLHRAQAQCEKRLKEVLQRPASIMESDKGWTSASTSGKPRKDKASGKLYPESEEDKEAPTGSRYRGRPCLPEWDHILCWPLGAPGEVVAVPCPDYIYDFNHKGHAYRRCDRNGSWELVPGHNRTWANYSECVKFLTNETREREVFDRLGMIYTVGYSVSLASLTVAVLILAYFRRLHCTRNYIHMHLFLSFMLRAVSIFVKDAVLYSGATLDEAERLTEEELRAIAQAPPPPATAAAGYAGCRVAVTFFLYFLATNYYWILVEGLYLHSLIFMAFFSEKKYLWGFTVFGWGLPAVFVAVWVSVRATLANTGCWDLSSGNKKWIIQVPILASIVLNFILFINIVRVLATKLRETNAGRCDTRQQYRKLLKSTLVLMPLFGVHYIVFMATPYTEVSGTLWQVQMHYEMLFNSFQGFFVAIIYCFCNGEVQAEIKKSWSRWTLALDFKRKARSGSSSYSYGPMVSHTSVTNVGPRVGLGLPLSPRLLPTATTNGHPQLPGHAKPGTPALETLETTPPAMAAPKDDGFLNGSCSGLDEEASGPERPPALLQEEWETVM
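HEK-293-derived GP2 cells expressing PTHR1 and a GloSensor cAMP reporter, 3,000/well, plated overnight, given luciferin plus IBMX (each 0.5 mM as added) for 1 h at 37 °C, then compound for 1 h at 37 °C. Luminescence was read after 15 min at room temperature.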
An asterisk follows results filed as active; & = joins results of further samples; [ ] = another dose, or the depositor's remark. Unless noted, calls follow the shape of the dose curve; as a rule, active = well fitted curve in the direction sought with a large enough effect; inconclusive = small, poorly fitted or top-dose-only effect, or another doubt; inactive = no such curve, though single readings can be large; an effect the other way counts as inactive or inconclusive. The list is partial. The share of hits here may be higher or lower than overall.

For Cc1ccc(Cl)cc1NC(=O)N(C)CCO the results were Abeta yeast res -9.3%, aSyn rescue 2.5%, GLP-1R agonist 17.5%, FUS yeast rescue -28.1%, D3 antag -25.5, pAkt inh inactive, GLP-1R inv ag 5.5%, TDP43 rescue -9.5% and PTHR1 ag inactive.
Screening O=C(CCCCCN1C(=O)CCC1=O)Nc1ccc(Cl)c(C(F)(F)F)c1 returned Abeta yeast res 15.1%, aSyn rescue -2.0%, GLP-1R agonist -2.7%, FUS yeast rescue 6.7%, D3 antag 16.3, pAkt inh inactive, GLP-1R inv ag 0.5%, TDP43 rescue -8.6% and PTHR1 ag -23.4%.
`CC(C)NC(=O)Nc1ccc2c(c1)C(=O)N([C@H](C)CO)C[C@H](C)[C@@H](CN(C)C(=O)NC1CCCCC1)O2` gave Abeta yeast res -12.3%, aSyn rescue -2.0%, GLP-1R agonist 2.7%, FUS yeast rescue -8.9%, D3 antag -7.2, pAkt inh inactive, GLP-1R inv ag 12.5%, TDP43 rescue -2.9% and PTHR1 ag inactive.
O=C(CSc1ccc(S(=O)(=O)N2CCOCC2)cn1)Nc1ccc(OC(F)F)cc1 was read as Abeta yeast res 20.3%, aSyn rescue -5.6%, GLP-1R agonist 16.5%, FUS yeast rescue -10.7%, D3 antag 4.9, pAkt inh inactive, GLP-1R inv ag 9.9%, TDP43 rescue 15.2% and PTHR1 ag -35.7%[inhibitor].
Screening CCCS(=O)(=O)NC(=O)C1(C)CCCN(C(=O)c2ccc(C#N)cc2)C1 (configuration not stated) returned Abeta yeast res 15.2%, aSyn rescue -0.9%, GLP-1R agonist -6.5%, FUS yeast rescue -27.4%, D3 antag -7.7, pAkt inh inactive, GLP-1R inv ag 0.5%, TDP43 rescue 12.9% and PTHR1 ag inactive.
For O=[N+]([O-])c1ccc(CCn2ccnc2)cc1 the results were Abeta yeast res 0.8%, aSyn rescue -3.3%, GLP-1R agonist 0.3%, FUS yeast rescue -34.1%, D3 antag -4.4, pAkt inh inactive, GLP-1R inv ag 0.5%, TDP43 rescue 9.1% and PTHR1 ag -16.2%.
`O=C(Nc1cc(-c2nc3cc(Cl)ccc3o2)ccc1Cl)c1cc([N+](=O)[O-])ccc1N1CCOCC1` gave Abeta yeast res -3.6%, GLP-1R agonist -0.3%, FUS yeast rescue -9.0%, GLP-1R inv ag 7.7%, TDP43 rescue 5.3% and PTHR1 ag inactive.
Screening COC(=O)[C@@H]1[C@@H](C)OC(=O)N[C@H]1c1ccccc1 returned Abeta yeast res 12.4%, aSyn rescue 5.5%, GLP-1R agonist -1.4%, FUS yeast rescue 2.0%, D3 antag 29.3, pAkt inh inactive, GLP-1R inv ag 13.5%, TDP43 rescue 20.7% and PTHR1 ag inactive.
COCCN(CCOC)S(=O)(=O)c1ccc(C(=O)Nc2ccc([N+](=O)[O-])cc2OC)cc1 was read as Abeta yeast res -0.8%, aSyn rescue -0.6%, GLP-1R agonist 15.6%, FUS yeast rescue 10.9%, D3 antag 16.3, pAkt inh inactive, GLP-1R inv ag 6.6% and PTHR1 ag inactive.
For C/C(=N\NC(=S)NC1CCCCC1)c1ccc(C)o1 the results were Abeta yeast res inconclusive, aSyn rescue -13.1%, GLP-1R agonist 37.7%, FUS yeast rescue 21.5%, D3 antag -17.0, pAkt inh inactive, GLP-1R inv ag inconclusive, TDP43 rescue -9.5%[0.397 µM] and PTHR1 ag -24.5%.
CCOC(=O)/C(=C\c1ccc(C)cc1)NC(=O)c1ccccc1 was read as Abeta yeast res 15.4%, aSyn rescue 0.3%, GLP-1R agonist 16.2%, FUS yeast rescue -4.3%, D3 antag 7.5, pAkt inh inactive, GLP-1R inv ag -11.1%, TDP43 rescue -14.4% and PTHR1 ag -4.7%.
For O=C(O)C1CSC(c2ccncc2)N1 (configuration not stated) the results were Abeta yeast res -10.6%, aSyn rescue 1.0%, GLP-1R agonist -0.3%, D3 antag -21.4, pAkt inh inactive, GLP-1R inv ag -5.3%, TDP43 rescue 1.9% and PTHR1 ag inactive.
Screening CCn1c(SCc2ccccc2)nnc1-c1nonc1NC(C)=O returned Abeta yeast res -12.3%, FUS yeast rescue -1.2%, GLP-1R inv ag -6.3%, TDP43 rescue 16.7% and PTHR1 ag -13.2%.
`C/C=C/c1ccc(OCC(=O)OCc2csc(CC(=O)Nc3ccccc3C)n2)c(OC)c1` gave Abeta yeast res -0.4%, aSyn rescue -0.5%, GLP-1R agonist 5.2%, D3 antag 1.9, pAkt inh inactive, GLP-1R inv ag 13.7%, TDP43 rescue 25.1% and PTHR1 ag -17.1%.
`O=C(Cn1ccnc1[N+](=O)[O-])NCc1ccccc1` gave Abeta yeast res -8.5%, aSyn rescue 5.2%, GLP-1R agonist 12.9%&2.7%, FUS yeast rescue -16.4%, D3 antag 10.9, pAkt inh inactive, GLP-1R inv ag 11.9%, TDP43 rescue 0.0% and PTHR1 ag -3.1%.
For COc1ccc(Cl)cc1C(=O)Nc1nnc2n1CCS2 the results were Abeta yeast res -15.2%, aSyn rescue inconclusive, GLP-1R agonist -1.3%, FUS yeast rescue 0.0%, GLP-1R inv ag -0.8%, TDP43 rescue 25.7% and PTHR1 ag inactive.
For O=C1NC[C@H](Cc2ccc(O)cc2)N(CCc2cccc3ccccc23)C1=O the results were Abeta yeast res 7.1%, aSyn rescue 8.2%, GLP-1R agonist 6.3%, FUS yeast rescue 1.9%, D3 antag -5.2, pAkt inh inactive, GLP-1R inv ag 11.3%, TDP43 rescue 2.0% and PTHR1 ag -0.6%.
For CCc1c(C)[nH]c2ccc(OC)cc2c1=S the results were Abeta yeast res -12.0%, aSyn rescue -4.7%, GLP-1R agonist 6.0%, FUS yeast rescue -1.3%, D3 antag -2.5, pAkt inh inactive, GLP-1R inv ag 48.2%[activator], TDP43 rescue 18.7% and PTHR1 ag -12.5%.
N#C/C(=C\c1cccnc1)C(=O)Nc1ccc(O)cc1F was read as Abeta yeast res 6.4%, aSyn rescue -4.7%, GLP-1R agonist 3.9%, FUS yeast rescue -14.3%, D3 antag 3.9, pAkt inh inactive, GLP-1R inv ag 13.0%, TDP43 rescue -5.5% and PTHR1 ag -1.7%.
Screening Nc1nc(N2C(=O)C3CC=CCC3C2=O)nn1-c1ccccc1 (configuration not stated) returned Abeta yeast res 6.1%, aSyn rescue 0.0%, GLP-1R agonist -0.4%, FUS yeast rescue 0.6%, D3 antag -8.3, pAkt inh inactive, GLP-1R inv ag 10.3%, TDP43 rescue -17.6% and PTHR1 ag inactive.
For O=C(Nc1ccccc1Br)C1CC(=O)N(c2ccc3c(c2)OCCO3)C1 (configuration not stated) the results were Abeta yeast res -13.2%, aSyn rescue -1.4%, GLP-1R agonist 2.0%, FUS yeast rescue 21.0%, D3 antag 0.0, pAkt inh inactive, GLP-1R inv ag 5.7%, TDP43 rescue inconclusive and PTHR1 ag -19.3%.
COc1ccc(Cl)c(-c2cc(C(=O)Nc3ccc(F)cc3)[nH]n2)c1 was read as Abeta yeast res -13.1%, aSyn rescue -16.0%, GLP-1R agonist -6.4%, FUS yeast rescue 1.2%, D3 antag -52.0*, pAkt inh inactive, GLP-1R inv ag inconclusive, TDP43 rescue -1.8% and PTHR1 ag -71.8%[inhibitor].
`Cc1cccn2c(=O)cc(COc3cccc(NC(=O)c4ccccc4F)c3)nc12` gave Abeta yeast res -7.3%, FUS yeast rescue -9.9%, GLP-1R inv ag -16.1%, TDP43 rescue 5.2% and PTHR1 ag -68.4%[inhibitor].
CC1(C)CC(NCc2cccc([N+](=O)[O-])c2)CC(C)(C)N1 was read as Abeta yeast res -35.5%[inhibitor], aSyn rescue 4.2%, GLP-1R agonist -1.9%, FUS yeast rescue 13.5%, D3 antag -13.9, pAkt inh inactive, GLP-1R inv ag -1.0%, TDP43 rescue 5.0% and PTHR1 ag inactive.
`CC(=NCc1ccco1)C1=C(O)c2ccccc2C1=O` gave Abeta yeast res -24.9%, aSyn rescue 1.9%, GLP-1R agonist 7.2%, FUS yeast rescue -3.7%, D3 antag -26.4, pAkt inh inactive, GLP-1R inv ag 0.0%, TDP43 rescue -12.6% and PTHR1 ag -36.2%[inhibitor][57.5 µM].
`Cc1cccc(S(=O)(=O)NC(=O)C2(C)CCN2C(=O)C2(c3ccc(Cl)cc3)CC2)c1` (configuration not stated) gave Abeta yeast res -18.2%, aSyn rescue -0.3%, GLP-1R agonist -1.4%, FUS yeast rescue 11.0%, D3 antag 0.0, pAkt inh inactive, GLP-1R inv ag inconclusive, TDP43 rescue inconclusive and PTHR1 ag inactive.
Cc1csc(NC(=O)C2CCCN(S(=O)(=O)c3cnc[nH]3)C2)n1 (configuration not stated) was read as Abeta yeast res 0.7%, aSyn rescue 0.8%, GLP-1R agonist 4.8%, FUS yeast rescue -11.5%, D3 antag 0.3, pAkt inh inactive, GLP-1R inv ag 1.6%, TDP43 rescue 10.2% and PTHR1 ag -3.4%.
Cc1ccccc1OCC(=O)Nc1ccccc1OCc1cc(=O)n2ccccc2n1 was read as Abeta yeast res 1.8%, FUS yeast rescue -20.1%, GLP-1R inv ag -5.2%, TDP43 rescue 0.0% and PTHR1 ag -32.4%[inhibitor].
Screening Cc1ccc(-c2cc3nc(C)cc(C)n3n2)cc1 returned Abeta yeast res -0.9%, aSyn rescue -6.4%, GLP-1R agonist 10.8%, FUS yeast rescue 12.3%, D3 antag -5.9, pAkt inh inactive, GLP-1R inv ag 4.5%, TDP43 rescue -15.1% and PTHR1 ag -14.8%.
For c1csc(-c2cnc3ccccc3n2)c1 the results were Abeta yeast res -0.5%, aSyn rescue 6.8%, GLP-1R agonist 2.1%, FUS yeast rescue -5.8%, D3 antag 33.8, pAkt inh inactive, GLP-1R inv ag 0.0%, TDP43 rescue inconclusive and PTHR1 ag -17.8%[57.5 µM].
